aSyn tox rescue: rescues yeast growth from alpha-synuclein toxicity; S. cerevisiae alpha-synuclein toxicity rescue, BacTiter-Glo growth, 24 h; Potency, µM (top dose mostly 46.1 µM), without a hit: top-dose growth rescue (activation), most hits filed as activators; 94,000 compounds, 0.02% hits; AID 1347070; active = well fitted activation curve with a large enough effect; inconclusive = small, poorly fitted or top-dose-only effect; also: 0% is about no effect
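Growth restoration measured by BacTiter-Glo luminescence after 24 hr at 30 deg C; alpha-synuclein yeast, raffinose-pregrown to mid-log, were added at OD600=0.02 in galactose medium onto pinned compounds.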
Active calls of the source: *; u = inconclusive; [ ] = another dose, or the depositor's remark. Potency is read from the fitted curve at half-maximal effect.

SMILES | aSyn tox rescue
O=C(CCNC(=O)c1ccccc1Cl)NCC(c1ccco1)N1CCCC1 (configuration not stated) | 2%
COc1cc(CNC(=O)c2cc(-c3ccccc3)n[nH]2)cc(OC)c1OC | 2%
COc1cccc(C(=O)Oc2ccc(/C=N/NC(=O)c3ccncc3)cc2OC)c1 | -3%
COc1ccc(/C(N)=N/OC(=O)c2ccc3ccccc3c2)cc1OC | 9%
Cc1cccc(NC(=O)Cn2c(=O)n(CC3CCC(C(=O)NCCc4ccccc4)CC3)c(=O)c3ccccc32)c1 (configuration not stated) | 2%
COc1ccc(C2=COc3ccccc3C(=O)N2)cc1 | 17%
CCOC(=O)C(=O)NN=C(c1ccccc1)c1ccccc1 | 11%
COc1cc(NC(=O)c2cccs2)c(OC)cc1NC(=O)CCC(=O)Nc1ccc2ncccc2c1 | 7%
CC(=O)c1ccc(S(=O)(=O)N2CCn3cccc3C2c2ccccc2F)cc1 (configuration not stated) | 8%
Cc1cc(Nc2cc(Cl)ccc2C)n2nc(-c3ccccc3)nc2n1 | -3%
O=C(NCc1ccc(F)cc1)C1CCCN(c2ncnc3onc(-c4ccc(F)cc4)c23)C1 (configuration not stated) | -8%
Cc1ccc(NC(=O)COc2ccccc2[N+](=O)[O-])nc1 | 4%
CC(OC(=O)C1CC1C)C(=O)Nc1ncc(Cl)cc1Cl (configuration not stated) | -7%
Cc1ccccc1NC(=O)c1cccc2c(=O)c3c([nH]c12)CCCC3 | -20%
CCOC(=O)CC(NC(=O)Cn1nnc(-c2ccccc2F)n1)c1ccccc1Cl (configuration not stated) | 8%
COc1cccc(COC(=O)C2CCN(S(=O)(=O)c3ccc(F)cc3)CC2)c1OC | 6%
CN(C)c1nc(N(C)C)n(Cc2c(Cl)cccc2Cl)n1 | -18%
COc1ccc(S(=O)(=O)Nc2ccc3c(c2)C(=O)N([C@H](C)CO)C[C@H](C)[C@@H](CN(C)C(=O)Nc2c(C)noc2C)OCCCC[C@H](C)O3)cc1 | 0%
COc1ccccc1-c1ccc(SCc2ccccc2)nn1 | 2%
C[C@@H]1CN([C@@H](C)CO)C(=O)c2cc(Br)cnc2O[C@H]1CN(C)Cc1ccccc1C(=O)O | -3%
COc1ccc(NC(=O)C2=Cc3ccccc3OC2)cc1 | -15%
CCc1ccc(NC(=O)CSc2nccn2-c2ccc(F)cc2)cc1 | 0%
Cc1ccc(-c2noc(CCC(=O)Nc3cccc(C(=O)NC4CC4)c3)n2)cc1 | -5%
COc1ccccc1N1CCN(CCCNC(=O)c2cnn(-c3cccc(Cl)c3)c2C2CCN(C(=O)OC(C)(C)C)CC2)CC1 | -3%
O=C(CCCn1c(=O)c2ccccc2n(Cc2ccc(F)cc2Cl)c1=O)NCCc1ccc(Cl)cc1 | 3%
O=C1NC(Cc2ccccc2)c2nc3ccccc3c(=O)n2-c2cc3ccccc3cc21 (configuration not stated) | 3%
CC(=O)O/N=C1\C(=O)N(Cc2ccc(C)cc2)c2ccccc21 | 3%
CCc1nnc(NC(=O)C2=CCN(S(=O)(=O)c3ccccc3)CC2)s1 | -2%
COC(=O)C1=C(N)OC2=C(C(=O)CCC2)C1c1ccccc1OC (configuration not stated) | 0%
C=CCC1(CC=C)CCCN1C(=O)c1ccc2oc(CCCC)nc2c1 | 8%
CC(=O)Nc1nonc1-c1nnc(SCc2ccccc2C)n1C | 11%
Cc1c(C(=O)N(Cc2cccc(F)c2)C2CCS(=O)(=O)C2)oc2cc(Br)ccc12 (configuration not stated) | u
COc1ccc(C(=O)CC(=O)C(=O)Nc2ccc(C)c(C)c2)cc1 | -44%[inhibitor]
COCCCNC(=O)C1CCN(c2nc3ccc(Cl)cc3[nH]2)CC1 | -6%
COc1cccc(Nc2nc3cc(C)ccc3cc2C)c1 | -4%
O=c1c2[nH]c3cccc(Cl)c3c2ncn1CC1CCCO1 (configuration not stated) | -4%
Cc1ccc(C(=O)Nc2nnc(S(=O)(=O)N3CCCCCC3)s2)cc1 | -2%
Cc1ccc(CN2C(=O)c3ccccc3S(=O)(=O)c3ccc(C(=O)OCC4CCCO4)cc32)cc1 (configuration not stated) | 4%
COc1ccc(-c2nc3c(c(SCC(=O)Nc4ccc(C(=O)O)cc4)n2)Cc2ccccc2O3)cc1 | 3%
Cc1ccc(CN=c2c([N+](=O)[O-])nn(-c3cccc(Cl)c3)n2O)cc1 | 12%
Cc1nnc(NC(=O)CSc2nccn2Cc2ccc(F)cc2)s1 | -7%
C#CCN(C(=O)C1CCC(=O)N(CCc2cccc(F)c2)C1)C1CCCCC1 (configuration not stated) | -8%
N#Cc1ccc(C(=O)NC2CCCc3ccccc32)cc1 (configuration not stated) | 3%
CCOC(=O)c1cc(C)n(CC2CCC(C(=O)Nc3ccc(Cl)cc3)CC2)c1C (configuration not stated) | -12%
COC(=O)c1ccc(NC(=O)c2c(NCc3cccc(F)c3)sc3c2CCCC3)cc1 | 2%
Cc1ccc(C(=O)N2CCCCC2CCN2CCCCC2)cc1 (configuration not stated) | 1%
c1ccc(-c2nnc(N3CCOCC3)c3ccccc23)cc1 | 4%
CCCOCc1cc(CN2CCN(c3ccccc3OC)CC2)c(O)c2ncccc12 | 3%
CCn1cc(/C=C(\NC(=O)c2cc(OC)c(OC)c(OC)c2)C(=O)N2CCOCC2)c2ccccc21 | 2%
O=C1Nc2ccccc2Oc2cc(Oc3cccc(Cl)c3)ccc21 | 6%
CCN(CC)CCCNC(=O)c1c2c(nc3ccccc13)C(=O)N(C1CCCCC1)C2 | 1%
CCCCCC(=O)N1C[C@@H](O)[C@H](n2cc(-c3ccc(F)cc3)nn2)C[C@@H]1c1ccc(Cl)cc1 | u
Cc1cc(-c2ccc(S(=O)(=O)NCc3ccc(Cl)cc3)cc2)on1 | 10%
CC12CCC(=O)N1C(C(=O)N1CCN(S(=O)(=O)c3cccc(Cl)c3)CC1)CS2 (configuration not stated) | 3%
CCN(CC)S(=O)(=O)c1cccc(NN=c2c(=O)c3ccccc3c2=O)c1 | 0%
CCOc1ccc(NC(=O)N(Cc2ccc(CC)cc2)Cc2cn[nH]c2-c2ccc(OC)cc2)cc1 | 8%
CCCc1c(C(=O)N/N=C/c2c[nH]c3ccccc23)nnn1-c1nonc1N | -1%
CCCCCOc1ccc(NC(=O)C(=O)NCC2CCCN2CC)cc1 (configuration not stated) | 11%
COc1ccc(NCc2cc3cc4c(cc3n(CC(=O)Nc3ccc(C)c(C)c3)c2=O)OCO4)cc1 | 6%
O=C(COCc1cc(-c2ccc3c(c2)OCO3)on1)N1CCN(c2cccc(Cl)c2)CC1 | -4%
Further records follow.
SMILES | aSyn tox rescue
Cc1cc(=O)n2[nH]c(CCC(=O)O)nc2n1 | -4%
Nc1ccc(S(=O)(=O)NC2=NCCCCC2)cc1 | -1%
Cc1nc2sc(C)c(C)n2c(=O)c1S(=O)(=O)NCCc1ccc(Cl)cc1 | -4%
CCc1ccc(NC(=O)c2ccc3c(c2)c(C)c(C)n3Cc2ccccc2)cc1 | -5%
CCOc1ccc(/C=C(/NC(=O)c2ccc(Cl)cc2)C(=O)O)cc1OCC | 1%
O=C(NCc1cccc(F)c1)C1CCCN(C(=O)N2CCOc3ccccc32)C1 (configuration not stated) | -9%
CCN1CCN(C(c2ccc(SC)cc2)c2c(O)cc(C)n(Cc3ccco3)c2=O)CC1 (configuration not stated) | u
O=C(COc1ccccc1F)Nc1ccc(N2CCOCC2)cc1N1CCOCC1 | 8%
CCc1ccc(C(=O)c2cn(CC(=O)NCCc3ccccc3)c3nc(C)ccc3c2=O)cc1 | 3%
CCOc1ccc(CCNC(=O)c2csc3c2CCCCC3)cc1 | 3%
O=C(/C=C/c1ccco1)N1CCN(c2ccc(F)cc2)CC1 | 8%
CCOc1ccc(-c2nnc(SCC(=O)NCc3ccccc3)nc2-c2ccc(OCC)c(OC)c2)cc1OC | 7%
CCc1ccc(NC(=O)C2CCC(CNS(=O)(=O)c3ccc4c(c3)C(C)(C)C(=O)N4C)CC2)cc1 (configuration not stated) | -2%
Cc1cc(C)n2nc(SCC(=O)NC(=O)NCc3ccco3)nc2n1 | 8%
Cc1nn2c(-c3ccc(F)cc3)ccnc2c1Br | 1%
Cc1ccccc1NS(=O)(=O)c1ccc(Br)s1 | 6%
O=C(Nc1ccccc1F)c1ccc2c(Cl)c3c(nc2c1)CCC3 | -20%
CCc1nn2c(=O)cc(COC(=O)c3cccc(NC(=O)c4ccccc4C)c3)nc2s1 | 3%
CCN(CC)CCN1C(=O)C(=O)/C(=C(/O)c2ccc(S(=O)(=O)N3CCOCC3)cc2)C1c1ccccc1 (configuration not stated) | -3%
Cc1ccccc1Cn1nc(C)c(NC(=O)c2cc(-c3ccc(F)cc3)on2)c1C | 2%
C[C@@H]1CN([C@@H](C)CO)C(=O)c2cc(Br)cnc2O[C@H]1CN(C)C(=O)Nc1ccc2c(c1)OCO2 | -3%
O=C(NCCCn1ccnc1)c1ccc(COc2ccccc2)o1 | -5%
O=C(CSc1ncccn1)NCCC1=CCCCC1 | -8%
Cc1ccc(S(=O)(=O)CCC(=O)OCC(=O)N(C)CC(=O)Nc2ccc(F)cc2)cc1 | 2%
COc1nccnc1NS(=O)(=O)c1ccc(NCc2ccccc2O)cc1 | -6%
COc1ccc(Cn2c(=O)oc3ccccc32)cc1OC | -5%
O=C(C1CCC1)N1CCCc2cc(S(=O)(=O)N3CCN(c4ccccc4)CC3)ccc21 | 8%
O=C(COc1ccc(Br)cc1Cl)Nc1ncn[nH]1 | -2%
O=C(Nc1ccncc1)c1cccc(S(=O)(=O)N2CCc3ccccc32)c1 | 13%
O=C(NCc1ccc(Cl)cc1)c1ccc(CSCc2cccc(Cl)c2)o1 | 29%
CC(=O)c1ccc(S(=O)(=O)N(C)CC(=O)NCC2CCCCC2)cc1 | -4%
Cc1ccc(C2=NC(c3ccc(F)cc3)=Nc3ccc(C)cc3N2)cc1 | -9%
COc1ccc(NC(=O)COCc2cc(-c3ccc4c(c3)OCO4)on2)cc1 | -4%
Cc1cccn2c(=O)nc(SCC(=O)NCc3ccc4c(c3)OCO4)nc12 | -8%
COc1ccc(NC(=O)CSc2oc(-c3ccc(C)cc3)nc2S(=O)(=O)c2ccc(C)cc2)c(OC)c1 | -5%
Cc1oc(-c2cccc(Br)c2)nc1Cn1c(SCc2cccc(F)c2)nc2cccnc21 | u
O=C(NNC(=O)c1cccnc1SCc1cccc([N+](=O)[O-])c1)c1cccnc1 | 3%
Cc1ccc(-n2[nH]c(C)c(CCC#N)c2=O)cc1 | 0%
COc1ccc(-c2nnc(SCCOc3ccccc3C)o2)cc1OC | 4%
O=C(NC1CCCCC1)N1CCC(n2c(=O)[nH]c3ccccc32)CC1 | -10%
CCOc1ccc(/C=C(\C#N)C(=O)Nc2sc3c(c2C(=O)OC)C(C(=O)OC)CC3)cc1OC (configuration not stated) | -47%[inhibitor]
COc1ccc(Br)c(C(=O)OCC(=O)NC2CCCCCCC2)c1 | 13%
Cc1ccc(C)n1-c1cc([N+](=O)[O-])ccc1-n1ccnc1 | 0%
CN1N=C(C(=O)N=c2sc3ccccc3n2C)CCC1=O | -4%
Cc1cccc(C)c1N1CC(c2nc3ccccc3n2CC(=O)OC(C)C)CC1=O (configuration not stated) | 6%
O=C(COCc1cc(-c2ccco2)on1)Nc1cc(Cl)ccc1O | -11%
Cc1[nH]n(-c2ccccc2)c(=O)c1N=Nc1ccccc1C(=O)N1CCCCC1 | 17%
O=C(NCC(=O)N1CCCC(C(F)(F)F)C1)c1ccccc1Br (configuration not stated) | 3%
COCOCCn1cc(CN2CCS(=O)(=O)N(Cc3ccc(-c4cccc(CO)c4)cc3)C(C)C2=O)nn1 (configuration not stated) | 2%
COc1ccc(/C=C/C(=O)c2cc(Cl)ccc2O)c(OC)c1 | -3%
O=C1CC(c2ccc(O)cc2)Oc2cc(O)ccc21 (configuration not stated) | -8%
CCCCOc1ccc(C(=O)Nc2ccc3c(c2)CCCN3C(=O)c2cccs2)cc1 | 0%
COc1cc(C(=O)Nc2ccc(OCc3cc(=O)n4cccc(C)c4n3)cc2)cc(OC)c1OC | -12%
CC1(C)CC(=O)C(Sc2ccccc2)=C(O)C1 | 19%

Some of the compounds tested. The share of hits here may be higher or lower than overall.
